# Phagocyt inh: macrophage phagocytosis inhibition. J774A.1 macrophage IgG-bead phagocytosis, imaging. inhibition, % at 5 µM. 110,000 compounds, 0.07% hits;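 active = inhibition above the mean of the plate negative controls plus 5 SD, cut at about 13% in these data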;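 note: phagocytic index as fraction of beads internalized from green versus red external bead signal; plate controls were DMSO negative control for no effect and cytochalasin-D positive control for full effect; some results beyond the cut were filed as inactive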
# HCT116 PTEN-null: suppresses growth of cells with PTEN deletion. HCT116 PTEN-null viability, CellTiter-Glo, 60 h; active compounds read low. viability, % at 10 µM. 140,000 compounds, 1.2% hits. AID 827;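 active = viability at or below a set limit, 4 SD under the median of all tested compounds, cut at about 3.7% in these data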;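 note: PTEN knockout HCT116 line with beta catenin targeted HCT116 as companion control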
# E-sel TNF inh: TNF alpha driven E-selectin expression inhibition. HUVEC TNFa-induced E-selectin immunofluorescence, high content. inhibition, % at 2 µM. 120,000 compounds, 0.71% hits;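 active = inhibition above the batch mean plus 3 SD, and confirmed as a hit on visual image review, cut at about 43% in these data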;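 note: 0% = TNF-stimulated DMSO wells and 100% = unstimulated control wells; not every result past the cut was called active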
# bCat KO growth: beta-catenin-lacking colon tumor cell growth suppression. HCT116 beta-catenin knockout viability, CellTiter-Glo, 60 h; active compounds read low. viability, % at 10 µM. 140,000 compounds, 1.5% hits;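 active = viability at or under a set limit, the compound median less 4 SD, cut at about 6% in these data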;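 note: 0% = Hyamine 1622 control at 20 µM and 100% = untreated cell control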
# MRP1 act: activators of MRP-1 | H69AR cells + doxorubicin, viability rescue, CellTiter-Glo | viability increase, % at 10 µM | 140,000 compounds, 0.61% hits;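 active = viability gain under doxorubicin at or above a set limit, the compound median plus 3 SD, cut at about 4.7% in these data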;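 note: MRP-1 overexpressing cells given doxorubicin 25 µM after compound pretreatment; 18-22 h compound pretreatment then 72 h with doxorubicin before readout; 0% = doxorubicin-only wells and 100% = vehicle-treated cells without doxorubicin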
# Yeast life ext: extends the lifespan of yeast; S. cerevisiae growth with nicotinamide, OD615; deaD strain in restrictive glucose medium; inhibition of the nicotinamide effect, % at 10 µM; 130,000 compounds, 0.68% hits; AID 775;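 active = inhibition above a set limit, placed 3 SD over the median of all compounds, cut at about 26% in these data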;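 note: 0% = nicotinamide-treated wells and 100% = cells grown without nicotinamide; some compounds called inactive have numbers as strong as hits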
#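 Test system – modified budding yeast, DeaD strain · Compound – single dose 10 µM compound, 0.25% DMSO · Times – culture preincubation 4 h, compound exposure 48 h, both 30 °C · Detection – optical density (absorbance) at 615 nm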
# BB579 growth dn: chemicals that inhibit yeast BB579 growth in restrictive medium (lifespan-shortening candidates). S. cerevisiae BB579 growth, OD615, 48 h. inhibition, % at 10 µM. 140,000 compounds, 0.51% hits. AID 804;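 active = inhibition above a set limit, 3 SD over the mean compound inhibition, cut at about 44% in these data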; note: inactives centre near -24
#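 Detection: OD615 turbidity measurement; Material: Saccharomyces cerevisiae DeaD strain BB579, replicative lifespan model yeast; Timing: 48 h exposure, 30 °C; Doses: single 10 µM dose; Medium: CSMM-D restrictive synthetic medium containing dextrose (glucose); Controls: amphotericin B at 10 µg/mL as positive control.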
# Measles CPE: protection of cells from measles virus; Measles virus-infected cells, CPE protection, absorbance; protection (pct of control), % at 4 µM; 140,000 compounds, 1.5% hits; AID 841; in the data active = protection mostly above about 24%, no sharp cut-off; inactive = mostly below about 26%; note: some compounds called inactive have numbers as strong as hits
# NPY-Y2 antag: NPY-Y2 (human) receptor antagonism; inhibition, % at 2.7 µM; NPY-Y2 expressing cells, antagonist mode; P49146; AID 793; 140,000 compounds, 0.99% hits; in the data active = inhibition above about 17%;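 note: 0% = vehicle with agonist challenge and 100% = reference antagonist with challenge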
# Target sequence (P49146 whole entry, looked up): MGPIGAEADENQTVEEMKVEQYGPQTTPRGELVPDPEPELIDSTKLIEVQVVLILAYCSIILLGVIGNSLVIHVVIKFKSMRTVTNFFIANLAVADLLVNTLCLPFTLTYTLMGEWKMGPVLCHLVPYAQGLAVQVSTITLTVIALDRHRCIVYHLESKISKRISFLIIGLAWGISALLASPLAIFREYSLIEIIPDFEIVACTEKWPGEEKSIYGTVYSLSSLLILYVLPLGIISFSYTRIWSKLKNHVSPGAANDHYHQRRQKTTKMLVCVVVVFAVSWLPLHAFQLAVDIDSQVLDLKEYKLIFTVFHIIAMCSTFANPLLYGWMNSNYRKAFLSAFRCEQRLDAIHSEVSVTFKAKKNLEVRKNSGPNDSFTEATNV
# GALR2 antag: GALR2 (human) receptor antagonism | GALR2-expressing cells, antagonist mode | inhibition, % at 4 µM | 140,000 compounds, 0.39% hits | AID 828; in the data active = inhibition above about 27%;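 note: cells stimulated with galanin 1-16 at roughly its EC80; 0% = agonist challenge control and 100% = basal control without agonist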
# Target sequence (O43603 whole entry, looked up): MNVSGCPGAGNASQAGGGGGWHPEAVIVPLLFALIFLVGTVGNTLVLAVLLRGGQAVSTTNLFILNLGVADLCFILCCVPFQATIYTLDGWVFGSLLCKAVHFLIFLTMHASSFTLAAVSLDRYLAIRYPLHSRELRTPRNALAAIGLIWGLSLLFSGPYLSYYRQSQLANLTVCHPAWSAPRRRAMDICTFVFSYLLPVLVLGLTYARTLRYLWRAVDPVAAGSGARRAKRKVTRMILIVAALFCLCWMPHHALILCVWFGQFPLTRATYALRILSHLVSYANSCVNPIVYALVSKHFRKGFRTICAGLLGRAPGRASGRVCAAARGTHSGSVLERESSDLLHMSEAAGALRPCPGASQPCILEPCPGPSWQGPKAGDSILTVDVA
# An asterisk follows results filed as active; · = no result given.
SMILES,Phagocyt inh,HCT116 PTEN-null,E-sel TNF inh,bCat KO growth,MRP1 act,Yeast life ext,BB579 growth dn,Measles CPE,NPY-Y2 antag,GALR2 antag
CCN(CC)Cc1c(O)ccc2c(C)c(CC(=O)OC)c(=O)oc12,1,103,8,106,-1.5,-7,-37,4,-1,-11
Cn1c(SCc2nnc3n2CCCCC3)nc2ccccc21,0,99,15,96,-0.5,-7,9,1,-1,7
CC1CCCCN1C(=O)/C(=C\c1ccccc1)c1ccccc1 (centres undefined),·,71,-33,67,-3.1,-3,-51,19,5,7
CC(C)CC(NC(=O)OC(C)(C)C)C(=O)NC(C(=O)NC(C)C(N)=O)C(C)C (centres undefined),0,102,26,85,-1.8,6,-14,9,0,-7
COCCCNC(=O)CN1CCN(Cc2ccc(Cl)cc2)C1=O,0,94,·,98,0.4,0,-17,2,2,-1
COc1ccc(C(=O)Nc2cc(OC)c(NC(=O)c3ccco3)cc2OC)cc1,0,115,4,95,-1.1,-7,-63,5,4,11
CCCCn1c(NCc2ccccc2NS(=O)(=O)c2ccc(C)cc2)nc2ccccc21,·,75,-52,77,-2.4,-13,-24,4,-4,-2
CCNC(=S)N(Cc1ccc2c(c1)OCO2)C1CC(=O)N(c2ccc(F)cc2)C1=O (centres undefined),-1,97,-82,94,-4.0,5,-5,4,-4,1
O=S(=O)(NC1CCCC1)c1ccccc1Cl,·,99,-8,99,-1.1,-10,-33,10,3,-7
CCOc1ccc(-c2nc(C#N)c(N3CCOCC3)o2)cc1,0,87,·,88,-2.2,-9,-22,16,2,13
CCN(CC)CCNC(=O)c1ccccn1,·,109,3,103,-0.1,2,-4,4,-2,-2
COCC(=O)Nc1cc(C(=O)Nc2cccc(C)c2C)ccc1Cl,0,117,17,107,1.1,-6,-38,12,2,-25
CC1(C)Cc2ccccc2C(NNC(=O)c2ccncc2)=N1,·,91,3,96,-1.9,-5,-50,1,1,-3
CC(C)C(=O)NNc1ccccc1,-5,102,22,90,-1.6,10,-34,8,1,21
COc1cc(NS(=O)(=O)c2ccc(NC(=O)COc3ccc(C)cc3)cc2)nc(OC)n1,0,113,·,96,-2.5,-12,-41,3,8,-5
COC(=O)C1=C(C)NC(=O)CC1c1cccc(OC)c1OC (centres undefined),0,98,-61,90,-2.5,0,-20,6,1,3
COc1cc(NC(=O)c2ccc3c(c2)OCO3)ccc1NC(=O)C(C)C,-1,110,-21,100,-0.4,0,-78,9,1,-2
O=C1c2ccccc2C(=O)N1CN(C(=O)COc1ccc(Cl)cc1Cl)c1cccc(F)c1,-8,92,·,93,0.6,2,-33,7,-3,6
O=C(NC1CC2CCCC(C1)N2Cc1ccco1)NC12CC3CC(CC(C3)C1)C2 (centres undefined),-1,59,-6,57,-0.1,-10,-38,5,2,7
Cc1ccc(C(=O)Cn2nnc3ccccc32)cc1,·,92,·,92,-0.8,-6,3,7,1,7
CN(CC(=O)NCc1cccs1)S(=O)(=O)c1cccc2nsnc12,0,101,·,111,-0.7,-1,-71,4,4,-5
CCSc1ncnc2c(C#N)c3n(c12)CCCCC3,-2,86,·,98,-1.1,-16,10,6,1,1
COc1ccc(CNC(=O)Cn2nc(C(F)(F)F)c3c2CCC3)cc1,3,78,-10,93,-1.0,-2,-29,6,5,7
COc1ccccc1N1CCN(CC(O)COc2ccc3c(c2)CCC3)CC1 (centres undefined),-1,74,-1,70,-4.6,1,-20,13,12,7
Nc1c(C(=O)NCc2ccccc2)nnn1Cc1cccc(Cl)c1,0,22,·,26,-3.6,-3,-4,13,2,8
CCOc1ccc(OCCCC(=O)NC2=NCCS2)cc1,-1,108,-8,102,0.2,-7,-89,3,0,8
O=c1c2ccccc2oc2nc3n(c(=O)c12)CCCS3,0,106,·,105,-0.8,-23,7,5,-1,-16
CCOC(=O)C(Oc1ccc(=O)n(-c2ccccc2)n1)C(C)=O (centres undefined),0,103,-2,100,-0.5,-8,13,2,0,-2
Cc1c(NC(=O)C2Cc3ccccc3CN2C(=O)c2ccco2)c(=O)n(-c2ccccc2)n1C (centres undefined),0,92,0,88,-2.7,-23,-10,5,-1,4
Cn1c(O)c(C2=c3ccccc3=NC2=O)sc1=Nc1ccc(Cl)cc1,·,50,-25,46,-3.0,·,-48,7,0,-3
Cc1ccc(OCc2cn3cccnc3n2)cc1,4,104,·,97,-0.9,-3,-38,10,2,5
CCC1S/C(=N\S(=O)(=O)c2cccs2)N(C2CCCCC2)C1=O (centres undefined),-1,86,22,92,-0.9,2,-9,14,3,-13
CN(Cc1ccccc1)C(=O)CCCn1c(=O)[nH]c2cc(Cl)ccc2c1=O,0,101,1,100,-1.1,-2,-71,2,9,2
Cc1ccc(O)c(CNc2ccccn2)c1,0,100,-31,103,-1.0,-8,-7,8,1,8
O=C(NCc1ccccc1)C(=O)NCC1COc2ccccc2O1 (centres undefined),·,24,0,24,-3.4,·,-36,15,1,-6
COc1ccccc1Nc1nc(N)nc(CN2CCN(Cc3ccccc3)CC2)n1,0,98,13,92,-3.0,-7,-27,12,3,0
O=C(Nc1ccccc1C(F)(F)F)c1cc(-c2ccc(O)cc2)on1,-2,89,·,93,-4.3,-11,-4,4,3,9
CC(C)OCC1CC(CC(=O)NC(=S)Nc2cccc([N+](=O)[O-])c2)C(=O)O1 (centres undefined),·,85,11,78,-5.2,·,-28,2,2,-3
COc1ccc(-n2c(C)nc3c(cnn3-c3ccc(Cl)cc3)c2=O)cc1,-1,27,14,14,-0.8,-13,20,7,2,-6
CN(C)S(=O)(=O)N1CCN(C(=O)c2cccc(Br)c2)CC1,·,104,-31,94,0.2,-1,-40,6,2,-3
CC(C)NC(=O)CSc1nc(N)c(NC(=O)c2ccccc2F)c(=O)[nH]1,-8,101,·,95,-1.4,5,-13,4,1,-15
N/C(Cc1ccc([N+](=O)[O-])cc1)=N\OC(=O)CC1CCCCC1,-3,81,·,74,-3.2,6,-18,6,2,2
Cc1ccc(S(=O)(=O)N2CCN(CC(=O)Nc3ccc(N4CCOCC4)cc3)CC2)cc1C,-8,106,2,95,-1.2,-3,-19,7,0,-13
COc1ccc(-n2c(C)cc(-c3csc(NC(=O)c4ccc(S(=O)(=O)N(C)C)cc4)n3)c2C)cc1,-11,90,·,96,-2.8,4,-38,12,-3,16
O=S(=O)(c1ccccc1)c1nc(-c2ccco2)oc1Nc1ccccc1,4,89,-24,98,-1.4,2,-42,5,11,9
O=C(CSc1nnnn1-c1cccc2c1CCCC2)N1CCOCC1,0,87,·,83,-3.3,-5,-14,5,0,2
C=CCN1C(=Nc2ccccc2)SC/C1=C\C(=O)OC,-1,92,-34,100,-2.3,-28,-21,24,1,-6
CCOC(=O)CCCCC(=O)NC(CO)C(=O)NC (centres undefined),-1,102,-18,93,1.5,-5,-45,17,2,9
NNC(=O)c1cccc(O)c1,-3,102,-2,95,-0.4,-2,-34,6,0,3
CC1CCc2c(sc3nc(CN4CCN(S(=O)(=O)c5ccccc5[N+](=O)[O-])CC4)[nH]c(=O)c23)C1 (centres undefined),-11,85,42,75,-1.4,-1,-34,9,6,-29
CCN1C(=O)C(CC(=O)Nc2ccc(OC)cc2)N(Cc2cccs2)C1=S (centres undefined),-3,74,12,77,-5.3,-5,-6,43,-1,-22
Cc1cc(=O)oc2cc(OCc3cc4c(cc3Cl)OCO4)ccc12,-1,47,-25,60,-5.5,-17,-39,12,1,-3
COc1cc(-c2nc(-c3ccncc3)no2)cc(OC)c1OC,-5,90,-7,96,-0.9,-14,-57,4,2,-16
Cc1ccc(/C=C/C(=O)Nc2nnc(SCc3ccc(C#N)cc3)s2)o1,·,93,3,84,-2.0,7,-38,15,-1,1
N#Cc1ccc(Cl)cc1NC(=O)COC(=O)c1ccc2c(c1)OCCO2,1,92,9,93,-3.1,-6,-41,11,7,1
N#Cc1cccc(NC(=O)COC(=O)c2ccccc2Sc2ccccc2C#N)c1,-1,83,11,85,3.1,2,-17,9,3,10
Cc1ccc(-n2cc[nH]c2=S)cc1C,-3,97,·,107,-1.7,-1,-36,35,4,-1
CC1(C)CC(=O)C(C(=S)Nc2ccc(F)cc2)=C(NCCN2CCOCC2)C1,-5,92,·,97,-1.5,11,-36,8,2,8
NS(=O)(=O)c1cccnc1Nc1cccc(Cl)c1,-1,94,15,96,-0.4,-5,-5,7,-3,-2
Cc1cccc(-n2nnc(C(=O)NCc3ccco3)c2N)c1,·,90,-19,87,-1.2,-13,-13,12,4,9

# As a working copy, 13 of the compounds above:
SMILES,Phagocyt inh,HCT116 PTEN-null,E-sel TNF inh,bCat KO growth,MRP1 act,Yeast life ext,BB579 growth dn,Measles CPE,NPY-Y2 antag,GALR2 antag
O=S(=O)(c1ccccc1)c1nc(-c2ccco2)oc1Nc1ccccc1,4,89,-24,98,-1.4,2,-42,5,11,9
O=C(CSc1nnnn1-c1cccc2c1CCCC2)N1CCOCC1,0,87,·,83,-3.3,-5,-14,5,0,2
C=CCN1C(=Nc2ccccc2)SC/C1=C\C(=O)OC,-1,92,-34,100,-2.3,-28,-21,24,1,-6
CCOC(=O)CCCCC(=O)NC(CO)C(=O)NC (centres undefined),-1,102,-18,93,1.5,-5,-45,17,2,9
NNC(=O)c1cccc(O)c1,-3,102,-2,95,-0.4,-2,-34,6,0,3
CC1CCc2c(sc3nc(CN4CCN(S(=O)(=O)c5ccccc5[N+](=O)[O-])CC4)[nH]c(=O)c23)C1 (centres undefined),-11,85,42,75,-1.4,-1,-34,9,6,-29
CCN1C(=O)C(CC(=O)Nc2ccc(OC)cc2)N(Cc2cccs2)C1=S (centres undefined),-3,74,12,77,-5.3,-5,-6,43,-1,-22
Cc1cc(=O)oc2cc(OCc3cc4c(cc3Cl)OCO4)ccc12,-1,47,-25,60,-5.5,-17,-39,12,1,-3
COc1cc(-c2nc(-c3ccncc3)no2)cc(OC)c1OC,-5,90,-7,96,-0.9,-14,-57,4,2,-16
Cc1ccc(/C=C/C(=O)Nc2nnc(SCc3ccc(C#N)cc3)s2)o1,·,93,3,84,-2.0,7,-38,15,-1,1
N#Cc1ccc(Cl)cc1NC(=O)COC(=O)c1ccc2c(c1)OCCO2,1,92,9,93,-3.1,-6,-41,11,7,1
N#Cc1cccc(NC(=O)COC(=O)c2ccccc2Sc2ccccc2C#N)c1,-1,83,11,85,3.1,2,-17,9,3,10
Cc1ccc(-n2cc[nH]c2=S)cc1C,-3,97,·,107,-1.7,-1,-36,35,4,-1
